# inhibitors of VEEV = inhibitors of VEEV TC-83 cytopathic effect, confirmation, Vero cells (AID 588727); Vero cells, VEEV TC-83 cytopathic effect inhibition; higher % means a stronger effect; one-dose inhibition, % at 20 µM; IC50 in µM for titrated hits; hit rate 0.13% among 350,000; in the data active means a potency from the dose series; inconclusive means inhibition mostly from about 14% at the one dose, without a potency; inactive means the rest, 99 in 100 with inhibition below about 12%; further: strong numbers were not always called active
# M. tuberculosis HTS = M. tuberculosis growth inhibition, HTS (AID 449762) | M. tuberculosis H37Rv growth inhibition, 7H9 media; higher % means a stronger effect | inhibition, % at 25 µM, or IC50 in µM where a hit was titrated | hit rate 0.59% among 330,000; in the data active means a potency from the dose series; inconclusive means inhibition above about 70% without an active follow-up result;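 further: bacterial growth assessed after seven days of incubation; strong numbers were not always called active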
# M. tuberculosis = growth inhibition of non-replicating M. tuberculosis (AID 488890); inhibition, % at 25 µM; hits with a dose series show IC50 in µM; Mycobacterium tuberculosis non-replicating, growth inhibition; higher % means a stronger effect; hit rate 0.39% among 320,000; in the data active means a potency from the dose series; inconclusive means inhibition mostly from about 82% at the one dose, without a potency; inactive means the rest, 99 in 100 with inhibition below about 76%;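 further: plate controls were DMSO cells for no effect and high antibiotic wells for full effect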
# influenza NS1A = H1N1 influenza NS1A inhibitors, functional cell based assay (AID 504329) | inhibition, % at 12.5 µM, or IC50 in µM where a hit was titrated | hit rate 0.3% among 340,000 | NS1A functional cell-based assay, percent inhibition; higher % means a stronger effect; in the data active means a potency from the dose series; inconclusive means inhibition above about 27% without an active follow-up result; further: strong numbers were not always called active
# PhoP GFP inhibition = PhoP regulon inhibitors, Salmonella typhi PhoP promoter GFP reporter, confirmatory (AID 1850); Salmonella Typhi PhoP-promoter GFP reporter, fluorescence, 4 h; higher % means a stronger effect; hit rate 0.33% among 310,000; inhibition, % at 50 µM, or IC50 in µM where a hit was titrated; in the data active means a potency from the dose series; inconclusive means inhibition mostly from about 25% at the one dose, without a potency; inactive means the rest, 99 in 100 with inhibition below about 19%;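 further: 0% = induced wells with vehicle and 100% = uninduced wells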
# inhibitors of VEEV 10K pilot screen = further read-out of inhibitors of VEEV, marked with its call; inhibition, %; measured here: 10K pilot screen inhibition
# Numbers without * were called inactive; i = inactive; ? = inconclusive; nt = not tested or not shown; & = joins results of further samples.
SMILES,inhibitors of VEEV,M. tuberculosis HTS,M. tuberculosis,influenza NS1A,PhoP GFP inhibition,others
Cc1ccccc1C(=O)Nc1ccnn1C1CCN(C(=O)C2CCOC2)CC1 (stereo not given),1.5%,3.2%,7.1%,-2.8%,-4.9%,
CCN(CC(=O)NCc1cccs1)S(=O)(=O)c1cccc(C(C)=O)c1,2.5%,-5.4%,4.6%,11.9%,1.2%,
CCN(CCn1cccn1)C(=O)c1cc(COc2ccc(F)c(F)c2)on1,1.4%,7.2%,-1.4%,-0.6%,6.3%,
COc1ccc(-c2c(S(=O)(=O)c3ccccc3)cnn2-c2ccccc2)cc1,i,-1.3%,9.7%,7.1%,7.0%,
O=[N+]([O-])c1cccc(Cl)c1NCCNS(=O)(=O)c1ccc(Cl)cc1,i,9.5%,41.2%,6.5%,6.9%,
O=C(O)Cc1sc(Nc2ccc(F)cc2)nc1-c1cccs1,7.7%,?,?,-1.2%,-10.5%,
Cn1c(Cc2ccccc2)nnc1SCC(=O)N1CCOCC1,i,-2.5%,-1.2%,-4.2%,0.7%,
COc1ccc(-c2nc(-c3cccc(C)c3)[nH]c(=O)c2C#N)cc1,0.6%,30.9%,40.0%,-2.2%,-6.7%,
COC(=O)C1=C(c2ccc(C(C)=O)cc2)C[C@@H]2CC[C@H]1N2C(=O)NC1Cc2ccccc2C1,0.6%,-0.7%,44.3%,-4.9%,nt,
CC(C)(C)c1cc(C(=O)N/N=C/c2ccc(-c3ccccc3[N+](=O)[O-])o2)n[nH]1,?,6.9%,26.9%,3.0%,-0.7%,
CCn1cc(/C=C(\NC(=O)c2ccccc2F)C(=O)N2CCCC2)c2ccccc21,10.7%,1.9%,24.9%,-0.8%,7.5%,
Cn1c(=O)[nH]c(=O)c2c1nc(CN1CCN(c3cccc(Cl)c3)CC1)n2CCCc1ccccc1,1.4%,-6.5%,nt,10.2%,-1.8%,
CC(=O)N(C(C)=O)c1ncnc2c1c(-c1ccc(Cl)cc1)nn2C(C)(C)C,2.1%,8.4%,18.6%,-8.4%,9.7%,
COc1cccc(N2CCN(C(=O)CC(C)(C)CC3=NS(=O)(=O)c4ccccc4N3)CC2)c1,7.1%,-5.9%,33.3%,15.9%,-9.1%,
COc1ccc(N2CCN(C(=O)c3sc4ncn(CC(=O)N5CCCCC5)c(=O)c4c3C)CC2)cc1,2.3%,3.1%,11.5%,-3.3%,-4.0%,
Cc1nn(C)c(C)c1NC(=O)CSc1nc(C2CC2)nc2c1cnn2-c1ccccc1,0.8%,-3.8%,-3.3%,4.9%,-3.6%,
CCCn1c(N)c(C(=O)CSc2nnc(-c3ccco3)n2Cc2ccccc2)c(=O)[nH]c1=O,9.3%,-0.4%,7.2%,0.9%,-10.6%&-5.2%,
Cc1ccc(C)c(NC(=O)CN(C)C(=O)c2ccc3c(=O)n4c(nc3c2)CCC4)c1,2.6%,-9.0%,-4.7%,-11.1%,nt,
Cc1ccc(C)n1-c1ccc(NC(=O)c2ccccc2)cc1,7.4%,2.0%,29.0%,8.9%,-1.1%,
Cc1ccc(S(=O)(=O)N(C)c2ccc(C(=O)N(CC(C)C)C3CCS(=O)(=O)C3)cc2)cc1 (stereo not given),1.8%,-1.1%,14.9%,10.1%,-5.6%,
Cc1c(NC(=O)c2cccc(-c3cc4ccccc4oc3=O)c2)cccc1-c1nc2ncccc2o1,3.8%,-9.2%,9.8%,5.1%,-5.3%,
Cc1ccc2nc(CSc3nnc(Nc4ccccc4C)s3)cc(=O)n2c1,9.1%,3.2%,30.6%,-5.0%,-13.3%,
CCOC(=O)[C@H]1[C@H]2COc3ccc(Br)cc3[C@@H]2N2C(=O)c3c(C)cc(C)cc3NC(=O)[C@@]12C,0.3%,-4.3%,56.2%,-6.9%,nt,
COC(=O)C1=C(C)Nc2ccc(C)cc2S1,0.2%,-0.9%,30.5%,3.9%,-1.9%,
C=CCSc1nnc(NC(=O)CSc2nc3ccccc3o2)s1,0.1%,5.5%,65.4%,-1.6%,24.6%,

# 2 consecutive entries from above, quoted:
SMILES,inhibitors of VEEV,M. tuberculosis HTS,M. tuberculosis,influenza NS1A,PhoP GFP inhibition,others
Cc1ccccc1C(=O)Nc1ccnn1C1CCN(C(=O)C2CCOC2)CC1 (stereo not given),1.5%,3.2%,7.1%,-2.8%,-4.9%,
CCN(CC(=O)NCc1cccs1)S(=O)(=O)c1cccc(C(C)=O)c1,2.5%,-5.4%,4.6%,11.9%,1.2%,

# More compounds:
SMILES,inhibitors of VEEV,M. tuberculosis HTS,M. tuberculosis,influenza NS1A,PhoP GFP inhibition,others
O=C(Cn1ncc2c3ccccc3n(Cc3ccccc3F)c2c1=O)NC1CC1,i,4.8%,-6.2%,-4.6%,6.5%,
Cc1nnc(NC(=O)CSc2ccc(-c3ccc(Cl)cc3)nn2)s1,i,8.1%,79.8%,6.2%,3.5%,
O=C(Nc1cccnc1)c1cc(S(=O)(=O)N2CCCCC2)c(Cl)cc1Cl,1.1%,-11.4%,-2.3%,-3.7%,0.6%,
COC(=O)c1ccc(C23CC4(C2)[C@H](CN(Cc2cccnc2)[C@@H]4c2ccccc2)C3c2ccc(Cl)nc2)cc1 (stereo not given in full),0.6%,?,?,-2.9%,6.5%,
CC(C)Cn1c(SCC(=O)O)nnc1-c1cccc(S(=O)(=O)N2CCOCC2)c1,0.5%,-2.3%,-4.8%,-4.5%,nt,
COc1cc(NC(=O)CCC2CCCC2)cc(-n2cnnn2)c1,0.9%,-2.0%,79.9%,-1.7%,4.7%,
Cc1cc(C)c(S(=O)(=O)NCc2cccs2)cc1C,2.6%,-6.0%,45.3%,-7.9%,-3.2%,
Oc1ccc(-c2nnc(SCC3CCCCC3)o2)cc1,2.9%,16.0%,?,4.5%,2.6%,
Cc1cc(NC(=O)CSc2ncc(CO)n2Cc2ccc(F)cc2)no1,0.9%,-1.5%,-8.1%,1.8%,1.8%,
O=c1oc([C@@H](O)c2ccccc2)cc2ccccc12,0.2%,0.0%,17.4%,-0.3%,nt,
Fc1ccc(CNC(=S)NCc2cccc(Cl)c2)cc1,2.7%,18.6%,?,6.0%,-0.4%,
c1ccn(-c2ncnc3sc4c(c23)CCCC4)c1,0.4%,-6.3%,10.7%,-3.9%,-4.8%,
O=c1[nH]c(=S)[nH]c2c1C(c1cc([N+](=O)[O-])c(N3CCOCC3)cc1N1CCOCC1)O2 (stereo not given),0.6%,-5.8%,4.8%,-1.9%,-0.1%,
O=C(NCc1ccccn1)c1ccc(OC2CCN(Cc3ccccc3O)CC2)cc1,0.2%,-9.6%,-7.7%,28.3%,-4.9%,
COCCNC(=O)C(c1ccc(C)cc1)N(CCOC)C(=O)CCC(=O)Nc1nccs1 (stereo not given),i,-0.4%,-15.6%,4.2%,-1.1%,
Cc1ccc[n+](-c2nc3ccccc3nc2C(=C=[N-])C#N)c1,0.0%&7.2%,6.2%&-5.8%,-18.1%&6.8%,3.6%&4.3%,3.1%&-2.3%,
Cc1nn(CCC#N)c2c1P(=S)(N1CCCC1)OC(c1ccc(F)cc1)=N2 (stereo not given),4.0%,-3.8%,49.6%,5.8%,-14.6%,
Cn1c(NNC(=O)c2c(F)cccc2F)cc(=O)n(C)c1=O,1.2%,1.1%,1.4%,2.1%,16.9%,
COc1cc(O)c(CC=C(C)C)c(O)c1C(=O)CCc1ccc(O)cc1,?,-0.6%,-9.4%,4.8%,-2.1%,
Cc1ccccc1C(=O)Nc1sc(C)c(C)c1C(=O)c1ccccc1,3.4%,11.5%,64.2%,-2.3%,-2.0%,
CCc1ccccc1NC(=O)c1ccc(CN2CCC(Cc3ccccc3)CC2)cc1,3.2%,?,77.6%,-14.2%,8.3%,
C=CCNC(=S)N1CCN(Cc2ccccc2)CC1,0.9%,-8.6%,21.3%,-10.4%,6.9%,
Cc1sc(NC(=O)Cc2ccc3c(c2)OCO3)nc1-c1ccc2c(c1)CCN2C(=O)c1ccc(F)cc1,8.8%,53.1%,-13.2%,2.4%,-3.5%,
Cc1ccc(C)c(C(=O)CN2C(=O)NC3(CCCCCCC3)C2=O)c1,0.6%,9.1%,-2.7%,10.9%,5.7%,
COc1cc2[nH]c(=S)nc(NCCC(C)C)c2cc1OC,2.9%,3.3%,3.7%,8.8%,-2.6%,

# Further entries:
SMILES,inhibitors of VEEV,M. tuberculosis HTS,M. tuberculosis,influenza NS1A,PhoP GFP inhibition,others
CN(C)S(=O)(=O)c1cccc(N=C2SCCN2Cc2ccccc2)c1,3.1%,-2.4%,27.3%,-0.3%,1.7%,
O=C(c1ccco1)N1CCN(c2ccccc2F)CC1,0.8%,-2.1%,48.3%,-14.0%,7.8%,
CSc1ncccc1C(=O)OCC(=O)NC1CCCc2ccccc21 (stereo not given),i,0.1%,4.3%,-9.6%,nt,
Cn1c(=O)c2c(nc(CN3CCN(Cc4ccccc4)CC3)n2Cc2ccc(F)cc2)n(C)c1=O,3.3%,-6.3%,11.6%,0.8%,-4.5%,
CC1(C)CCN2CCC(C)(C)c3c(O)ccc1c32,1.1%,0.3%,67.4%,6.4%,-5.7%,
NC(=O)c1cc([N+](=O)[O-])ccc1NCC1CCCCC1,0.3%,52.2%,17.3%,11.0%,-9.3%,inhibitors of VEEV 10K pilot screen=1.8
Cc1nn(-c2ccccc2)c(Cl)c1C1C(C#N)=C(N)Oc2c1c(=O)oc1ccccc21 (stereo not given),0.9%,-0.1%,7.8%,3.8%,-6.3%,
Cc1cnc(CN(C)C(=O)C2CCC(=O)N(CCc3ccccc3)C2)[nH]1 (stereo not given),i,8.0%,-15.0%,-7.8%,-3.9%,
CCC1(c2ccc(-c3ccccc3)cc2)C(=O)NC(=O)NC1=O,0.2%,-5.3%,15.5%,17.8%,0.2%,
Cc1ccccc1NC(=O)CCc1c(C)nn(-c2ccc(N3CCCCC3)nn2)c1C,7.7%,1.6%,-1.8%,-6.4%,-36.0%,
COc1ccccc1NC(=O)c1ccc(-c2nn(C)c(=O)c3ccccc23)cc1,8.9%,-0.4%,4.9%,3.9%,12.5%,
CC(C)c1ccc(NC(=O)c2ccc(NS(C)(=O)=O)cc2)cc1,4.2%,18.4%,0.4%,-3.0%,-5.2%,
CC1=C(C(=O)OCC2CCCO2)C(c2ccc(C)cc2)C2=C(CCCC2=O)N1 (stereo not given),0.1%,-4.7%,8.3%,2.6%,-4.0%,
O=C(NCCSc1ccccc1)c1ccccc1F,0.2%,0.8%,53.2%,-13.1%,-6.3%,
CC1COC(C)(CC(=O)NN2C(=O)c3ccccc3C2=O)O1 (stereo not given),2.5%,1.9%,-6.2%,-1.5%,0.6%,inhibitors of VEEV 10K pilot screen=0.4
Cc1ccc(NC(=O)Cc2ccc3c(c2)CCCC3)cc1C,2.3%,2.4%,28.4%,3.7%,-6.7%,
O=C(Nn1cnc2ccccc2c1=O)c1ccc([N+](=O)[O-])cc1,0.1%,-1.4%,-11.2%,1.6%,2.1%,
COc1ccc(NC(=O)CN(C)C(=O)c2c(-c3c(F)cccc3Cl)noc2C)cc1,3.3%,-10.3%,3.1%,-10.2%,6.3%,
Cc1c(C(=O)N2CCC(C(N)=O)CC2)oc2ccc(Br)cc12,5.3%,-5.0%,-0.7%,-6.4%,-0.2%,
C=CCNC(=S)NNC(=O)c1ccncc1,2.0%,?,57.4%,1.3%,-0.9%,
CCc1ccccc1N(CC(=O)NC(C)(C)CC)C(=O)CCC(=O)Nc1nccs1,0.7%,6.0%,13.7%,-1.7%,-2.9%,
COc1ccccc1CN1C(=O)CN(C2CCCCCC2)C(=O)C1c1ccc(F)cc1 (stereo not given),i,-3.9%,25.6%,6.2%,2.3%,
COc1ccc(S(=O)(=O)N(CC(=O)NCc2cccnc2)c2ccc(F)cc2)cc1OC,nt,1.7%,-3.7%,nt,-3.5%,
O=C(c1cc(F)ccc1F)C1CCCN(C(=O)CCc2cnccn2)C1 (stereo not given),i,-4.4%,-4.9%,8.8%,8.9%,

# Five entries picked at random from the list so far:
SMILES,inhibitors of VEEV,M. tuberculosis HTS,M. tuberculosis,influenza NS1A,PhoP GFP inhibition,others
O=C(c1ccco1)N1CCN(c2ccccc2F)CC1,0.8%,-2.1%,48.3%,-14.0%,7.8%,
COc1ccccc1NC(=O)c1ccc(-c2nn(C)c(=O)c3ccccc23)cc1,8.9%,-0.4%,4.9%,3.9%,12.5%,
O=C(c1cc(F)ccc1F)C1CCCN(C(=O)CCc2cnccn2)C1 (stereo not given),i,-4.4%,-4.9%,8.8%,8.9%,
Cc1ccccc1NC(=O)CCc1c(C)nn(-c2ccc(N3CCCCC3)nn2)c1C,7.7%,1.6%,-1.8%,-6.4%,-36.0%,
Cc1nn(-c2ccccc2)c(Cl)c1C1C(C#N)=C(N)Oc2c1c(=O)oc1ccccc21 (stereo not given),0.9%,-0.1%,7.8%,3.8%,-6.3%,
